Source: PubChem BioAssay
LAP4-GFP MLPCN: alters LAP4-GFP fluorescence in TOR pathway yeast screen. S. cerevisiae LAP4-GFP multiplex, flow cytometry GFP, 3 h; median GFP as percent of DMSO wells. GFP response vs DMSO, % at 10 µM. actives 0.34% (n = 320,000). AID 2023;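 active means GFP response vs DMSO above a set limit, about the screen mean plus 3 SD, cut at about 150% in these data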
AGP1 TOR yeast: modulators of TOR pathway AGP1-GFP in S. cerevisiae. S. cerevisiae AGP1-GFP multiplex flow cytometry, 3 h; GFP as percent of DMSO wells. GFP response vs DMSO, % at 10 µM. actives 0.02% (n = 320,000);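 active means GFP response relative to DMSO above a set limit, near screen average plus 3 SD, cut at about 150% in these data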;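 further: median GFP channel fluorescence of the gated AGP1 strain per well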
proCasp3 act: procaspase-3 (human) activation. P42574. recombinant procaspase-3 D3A, Ac-DEVD-pNA absorbance 405 nm. activation, % at 8.5 µM. AID 463141. actives 0.11% (n = 330,000);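 active means activation above the mean of all tested compounds plus 3 SD, cut at about 21% in these data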;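 further: 0% = DMSO alone and 100% = DMSO wells spiked with extra 5 µM PC-3 D3A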
Target sequence (P42574 whole entry D9A/D28A/D175A): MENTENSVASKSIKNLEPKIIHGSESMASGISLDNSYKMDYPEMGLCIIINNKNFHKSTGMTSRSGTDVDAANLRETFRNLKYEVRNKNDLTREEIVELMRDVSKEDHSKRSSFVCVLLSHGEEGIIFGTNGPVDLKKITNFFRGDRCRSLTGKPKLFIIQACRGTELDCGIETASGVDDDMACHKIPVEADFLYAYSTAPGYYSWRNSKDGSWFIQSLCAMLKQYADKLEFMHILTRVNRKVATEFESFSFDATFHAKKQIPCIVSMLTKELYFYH
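Compound: 8.5 µM single point, 0.8% DMSO / Material: Autoprocessing-dead procaspase-3 D3A mutant enzyme / Timing: 1 h preincubation plus 2 h reaction at 25 °C / Medium: Zinc-free HEPES/NaCl buffer with 0.01% Triton X-100 at pH 7.4 / Technique: 405 nm absorbance of p-nitroaniline, reads at 0 and 120 min / Repeats: one well per compound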
MEP2 TOR yeast: alters MEP2-GFP fluorescence in TOR pathway yeast screen. S. cerevisiae MEP2-GFP strain, flow cytometry GFP, 3 h; 100% = DMSO control level. actives 0.51% (n = 330,000). AID 2016. GFP response vs DMSO, % at 10 µM;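 active means GFP response versus DMSO above a set limit, roughly screen mean plus 3 SD, cut at about 180% in these data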;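 further: median GFP fluorescence of the barcode-gated MEP2-GFP cells per well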
AHR act: activators of human aryl hydrocarbon receptor | P35869 | AHR-responsive luciferase reporter cells, luminescence | activation, % at 5 µM | actives 2.5% (n = 320,000); in the data active means activation above about 47%;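 further: 0% = vehicle wells and 100% = reference agonist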
procasp7 counter: counter-screen for procaspase-3 activators: activators of human procaspase-7 | AID 463210 | actives 0.093% (n = 330,000) | recombinant procaspase-7, Ac-DEVD-pNA absorbance 405 nm; D23A/D198A/D206A triple mutant, cannot self-cleave; scale: DMSO 0, 5 µM enzyme 100 | activation, % at 8.5 µM;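 active means percent activation above the screen-wide mean plus 3 SD, cut at about 25% in these data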
Target sequence (P55210 whole entry D23A/D198A/D206A): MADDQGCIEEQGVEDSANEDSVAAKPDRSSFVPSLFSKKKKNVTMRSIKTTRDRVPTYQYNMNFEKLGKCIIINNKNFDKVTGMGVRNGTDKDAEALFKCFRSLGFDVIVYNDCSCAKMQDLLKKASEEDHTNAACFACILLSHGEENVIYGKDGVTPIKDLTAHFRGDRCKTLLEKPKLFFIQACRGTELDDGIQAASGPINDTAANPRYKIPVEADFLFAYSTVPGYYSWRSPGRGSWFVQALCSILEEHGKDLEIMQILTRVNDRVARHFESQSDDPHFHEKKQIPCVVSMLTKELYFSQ
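Assay system: Uncleavable procaspase-7 mutant enzyme; Input: 2 µM procaspase-7 mutant as dispensed; Also added: DEVD-pNA substrate; Medium: Zinc-free HEPES pH 7.4 with 300 mM NaCl, 0.01% Triton X-100; Timing: 1 h compound preincubation, 2 h substrate cleavage, 25 °C; Measured by: Epi-absorbance of released pNA at 405 nm, two timepoints.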
CIT2 TOR yeast: alters CIT2-GFP fluorescence in TOR pathway yeast screen. S. cerevisiae CIT2-GFP strain, flow cytometry, 3 h; 100 means same as DMSO wells. GFP response vs DMSO, % at 10 µM. actives 0.065% (n = 320,000);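 active means GFP response relative to DMSO above a set limit, near the screen mean plus 3 SD, cut at about 150% in these data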;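 further: ratio of well median GFP fluorescence to mean of DMSO wells on the plate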
RPL19A TOR yeast: alters RPL19A-GFP fluorescence in TOR pathway yeast screen | S. cerevisiae RPL19A-GFP strain, flow cytometry, 3 h; hits give low values | percent response vs DMSO, % at 10 µM | actives 0.3% (n = 330,000) | AID 2025;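 active means percent response vs DMSO below 50%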;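 further: median channel GFP fluorescence of the barcoded RPL19A-GFP strain; ratio of sample median GFP to plate DMSO average so 100% = DMSO; lower means less RPL19A-GFP as with rapamycin TOR inhibition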
An asterisk follows results filed as active; x = no result given.

Order of results: LAP4-GFP MLPCN	AGP1 TOR yeast	proCasp3 act	MEP2 TOR yeast	AHR act	procasp7 counter	CIT2 TOR yeast	RPL19A TOR yeast
Cc1nn(-c2ccccc2)c2c1P(=O)(O)/C(=C1\N(C)c3ccccc3C1(C)C)C=N2
→ 91	103	-9	107	4	-18	105	95
CCn1c(NC(=O)c2cccs2)c(-c2cccs2)c(=O)c2ccccc21
→ 109	110	-5	109	2	-20	109	106
C[C@H]1COC(=O)CCCC/C=C\C[C@H](CC(=O)N(CCO)Cc2ccccc2)C(=O)N1
→ 124	103	-6	113	-2	6	104	103
COc1cc(C=O)ccc1OCCOCCOc1ccc(Cl)cc1
→ 102	104	10	103	-2	0	99	99
CN(C)CCO/N=C(\c1ccc(Br)cc1)c1cccnc1
→ 108	107	9	96	0	5	98	101
Cc1nnc2c(N(C)S(=O)(=O)c3ccccc3)nc3ccccc3n12
→ 116	119	-7	112	3	-5	112	109
CCCCC(NC(=O)Cc1c(C)c2cc3c4c(oc3cc2oc1=O)CCCC4)C(=O)O (stereo not drawn)
→ 95	92	5	109	1	-3	97	98
CS(=O)(=O)N1CCC(C(=O)NNC(=O)Nc2ccc(F)c(Cl)c2)CC1
→ 65	91	7	99	0	-9	87	103
CC(C)(C)NS(=O)(=O)c1ccc(CCC(=O)Nc2ccc3c(c2)OCCO3)cc1
→ 92	96	4	98	1	6	101	94
CCCCOc1ccc(C(=O)NC(=S)Nc2ccc(CN3CCOCC3)cc2)cc1
→ 111	107	-9	112	0	-9	97	99

Filtered by structure, the compounds so far with a Cl atom
Order of results: LAP4-GFP MLPCN	AGP1 TOR yeast	proCasp3 act	MEP2 TOR yeast	AHR act	procasp7 counter	CIT2 TOR yeast	RPL19A TOR yeast
COc1cc(C=O)ccc1OCCOCCOc1ccc(Cl)cc1
→ 102	104	10	103	-2	0	99	99
CS(=O)(=O)N1CCC(C(=O)NNC(=O)Nc2ccc(F)c(Cl)c2)CC1
→ 65	91	7	99	0	-9	87	103

Remaining list, next part.
Order of results: LAP4-GFP MLPCN	AGP1 TOR yeast	proCasp3 act	MEP2 TOR yeast	AHR act	procasp7 counter	CIT2 TOR yeast	RPL19A TOR yeast
Cc1nc(SCN2C(=O)c3ccccc3C2=O)n[nH]1
→ 99	105	-5	102	2	2	109	103
Cc1csc(NC(=O)c2ccc(N3CCCC3=O)cc2)n1
→ 96	96	9	96	-7	3	88	94
CCOc1nc(NCCO)nc(NCCC2=CCCCC2)n1
→ 97	97	6	102	19	-3	105	97
CCCNC(=O)c1cc(S(=O)(=O)N2CCCCC2)ccc1N1CCOCC1
→ 103	101	0	104	2	2	91	98
Cc1ccc(CC(=O)c2ccc(Cl)cc2)cc1
→ 112	102	-6	103	-3	1	105	100
Cc1nc2ccc(NC(=O)c3cc([N+](=O)[O-])cc([N+](=O)[O-])c3Cl)cc2s1
→ 116	101	-11	90	3	4	78	95
O=C(CSc1nc2ccccc2o1)N/N=C/c1ccccc1C(=O)O
→ 104	104	-5	96	2	-13	104	100
CC(=O)Nc1cccc(C(=O)/C=C/c2ccc(C)cc2)c1
→ 109	97	4	101	3	-1	95	100
COC(=O)c1ccc(C(C(=O)NC2CCCCC2)N(C(=O)Cc2cccs2)C2CC2)cc1 (stereo not drawn)
→ 108	103	-5	102	-2	9	103	104
CCOC(=O)c1cnc2c(Cl)cc(Cl)cc2c1NCCCN1CCOCC1
→ 89	99	-4	106	12	2	101	102
COc1ccc(CCNC(=O)c2nnc(Cc3c(F)cccc3Cl)o2)cc1OC
→ 99	104	7	101	-1	0	108	100
Cc1ccccc1/C=N/NC(=O)c1cccnc1
→ 98	98	-9	102	40	3	98	100
Nc1nc(COC(=O)C2CCN(C(=O)c3ccc(Cl)cc3)CC2)nc(Nc2ccccc2)n1
→ 99	97	2	95	0	-4	90	98
Cc1cccc(NC(=O)c2nc[nH]c2C(=O)N2CCc3ccccc3C2)c1
→ 100	102	3	94	13	1	95	97
Cc1ccc(C)c(OCC(=O)Nc2c[nH]c(=O)[nH]c2=O)c1
→ 100	104	5	99	7	2	105	105
O=C(c1cc(=O)[nH]c2ccccc12)N1CCN(c2ccccc2)CC1
→ 107	102	0	101	-2	-3	104	97
Cn1c(=O)c(C(=O)CN2CCCc3ccccc32)c(N)n(Cc2ccccc2)c1=O
→ 101	96	-3	95	7	7	93	97
COc1ccccc1N1CCN(S(=O)(=O)CCNC(=O)CCCc2ccccc2)CC1
→ 99	115	6	107	0	9	107	103
COC(=O)c1ccc(/C=C/c2ccc3cccc(OC)c3n2)cc1
→ 104	85	2	100	2	-4	93	94
CC1CCc2cc(F)ccc2N1S(=O)(=O)c1ccc(Cl)nc1 (stereo not drawn)
→ 100	92	2	103	0	1	90	100
O=C(Cc1ccccc1)NCCSCc1ccco1
→ 109	102	8	106	-2	-7	101	98
Fc1ccc(CNCc2ccc3c(c2)OCO3)cc1
→ 101	95	-4	112	2	4	103	102
CCCNc1nc(N2CCOCC2)nc(N2CCOCC2)n1
→ 92	93	5	94	4	-1	92	92
Cc1ccc2[nH]c(=O)c(CN(CCCN3CCOCC3)C(=O)NC3CCCCC3)cc2c1
→ 94	88	-1	94	6	13	85	89
Cc1oc2cc(OCc3cnn(-c4ccccc4)c3)ccc2c(=O)c1Oc1ccccc1F
→ 90	94	-5	89	-1	3	86	94
Cc1cc(C(C)(C)C)oc1C(=O)N(CC(=O)NC1CCCC1)Cc1ccc(F)cc1
→ 100	100	-5	100	0	-2	100	101
CNc1ccccc1C(C)(C)c1cc(-c2ccco2)n[nH]1
→ 91	95	0	94	2	-1	93	93
O=C(N/N=C/c1ccc(OCCCF)cc1)c1cc(OCC(F)(F)F)ccc1OCC(F)(F)F
→ 104	104	2	102	0	-5	98	103
COc1cc2c(cc1OC)C(COc1cccc(C(F)(F)F)c1)NCC2 (stereo not drawn)
→ 97	99	4	92	12	-7	111	103
COCCCn1c(=O)c2ccccc2n(Cc2ccccc2C)c1=O
→ 83	98	3	104	1	-10	105	107
O=C(NCCc1ccc(Cl)cc1)C1CCN(c2ncccn2)CC1
→ 94	83	6	91	0	14	91	87
O=c1c(C(c2ccc(Br)cc2)c2c(O)nc3n(c2=O)CCS3)c(O)nc2n1CCS2
→ 105	101	-14	89	-2	1	92	95
Cc1ccc(C2=NN3C(C2)c2ccccc2OC32C(=O)Nc3ccccc32)cc1 (stereo not drawn)
→ 116	102	-2	103	47*	-1	113	105
Cc1ccc(S(=O)(=O)N2C(=O)CCC2C(=O)O/N=C(\N)c2ccc([N+](=O)[O-])cc2)cc1 (stereo not drawn)
→ 72	88	0	98	3	-2	114	103
COc1ccc(CN2CCNC(=O)C2CC(=O)NC2CCOCC2)c(F)c1 (stereo not drawn)
→ 80	103	x	105	x	x	114	115
CN(C)c1cc[n+](CC(=O)c2ccc(-c3ccccc3)cc2)cc1
→ 102	102	2	101	-3	7	97	101
Cc1ccccc1N1CCN(S(=O)(=O)c2nnc(NC(=O)CC(C)C)s2)CC1
→ 93	91	6	95	3	-2	88	94
COc1nc(NCCO)nc(Nc2ccc([N+](=O)[O-])cc2)n1
→ 96	95	-2	104	16	0	113	107
O=C(Cn1cnc2c(nnn2Cc2ccc(F)cc2)c1=O)OCc1ccccc1
→ 92	98	1	98	-1	1	96	96
CNC(=O)c1ccsc1NC(=O)c1coc2ccccc2c1=O
→ 107	98	6	102	45	-3	95	99
N#Cc1c(Cn2cncn2)nc(=O)n(-c2ccccc2)c1N
→ 105	101	-5	102	0	10	96	97
O=C(c1cccs1)c1coc2ccc(O)c(CN3CCOCC3)c12
→ 100	102	1	104	6	3	97	101
CCOC(=O)c1c(C)[nH]c(C(=O)OCCOc2ccc(Cl)cc2)c1C
→ 97	94	0	108	3	8	101	101
COc1cc(/C=N/N=C/c2c[nH]c(=O)c(C#N)c2Nc2ccccc2)ccc1O
→ 91	102	6	110	2	-4	124	111
NC(=O)c1ccsc1NC(=O)COC(=O)CCOc1ccccc1
→ 103	104	-38	107	0	3	101	98
COc1ccc(CN(C)C(=O)CNC(=O)c2ccc(C)cc2)cc1
→ 93	97	-3	98	1	1	104	99
O=C(O)c1ccc(N/N=C/c2ccc(-c3ccc(Cl)cc3Cl)o2)cc1
→ 100	95	-30	106	25	-53	104	111
Cc1cccc2sc(NC(=O)C3CCN(S(=O)(=O)c4cc([N+](=O)[O-])ccc4Cl)CC3)nc12
→ 100	104	15	107	15	1	100	105
COc1ccc2c(c1)c(/C=N/Nc1nc3ccccc3[nH]1)c(C)n2C
→ 125	132	-1	103	98*	-3	103	102
Cc1ccccc1CNC(=O)c1ccc(Cl)c([N+](=O)[O-])c1
→ 97	88	-3	96	-1	0	81	94

(cont.)
Order of results: LAP4-GFP MLPCN	AGP1 TOR yeast	proCasp3 act	MEP2 TOR yeast	AHR act	procasp7 counter	CIT2 TOR yeast	RPL19A TOR yeast
CN(C)/N=C/c1cc(Cl)cc([N+](=O)[O-])c1O
→ 93	98	-4	107	0	6	107	101
CC(C)Oc1ccc(C2NC(=O)NC2=O)cc1 (stereo not drawn)
→ 100	100	8	103	0	17	100	98
Nc1cccnc1Sc1cc(Cl)cc(Cl)c1
→ 105	98	1	110	2	-2	99	101
COc1ccc(S(=O)(=O)N2CCC(C(=O)NCCC(=O)Nc3nccs3)CC2)cc1
→ 86	98	9	101	0	10	92	96
Cc1ccccc1CCNC(=O)C1CCC(=O)N(Cc2ccc(Cl)cc2)C1 (stereo not drawn)
→ 100	110	-3	107	0	4	104	107
COc1ccc(-c2csc(-n3ncc(C(=O)O)c3C(F)(F)F)n2)cc1
→ 103	99	-12	106	9	3	108	100
